# RMI-FANCM inh: inhibitors of human RMI core complex binding to FANCM MM2. hit rate 0.58% among 70,000. Fluorescence polarization, RMI core complex with F-MM2 peptide; active compounds read low. FP signal (polarization) at 33 µM; in the data active = FP signal below about 40; note: inactives centre near 61; strong numbers were not always called active; unit not given here
# An asterisk follows results filed as active; & = joins results of further samples. This is a subset; rates above refer to the full screens.
RMI-FANCM inh | smiles
66 | C#CCSc1nc2sc(C(C)=O)c(C)c2c(=O)[nH]1
57 | O=C1NC(=O)c2cc(NC(=O)c3sc4ccccc4c3Cl)ccc21
56 | Cc1ccc(OCC(O)C(C)NC(C)C)c2c1CCC2 (stereo not drawn)
52 | O=C(NCCCn1ccnc1)C(=O)Nc1cc2c3c(c1)CC(=O)N3CCC2
63 | O=C(NCc1ccccc1)NNC(=O)c1cccn(Cc2cccc(Cl)c2)c1=O
58 | COc1ccccc1N1CCN(S(=O)(=O)c2ccc(Cl)c(C)c2)CC1
71 | CC(=O)N1CCc2c(sc(NC(=O)c3ccc(-c4ccccc4)cc3)c2C#N)C1
64 | O=C(CSc1nc2cc(Cl)ccc2o1)c1ccc(F)cc1
66 | CC(C)Oc1ccc(C(=O)NCCN2CCN(c3ccccc3F)CC2)cc1
68 | CN1CCN(C(CNS(=O)(=O)Cc2ccc(Cl)cc2)c2ccsc2)CC1 (stereo not drawn)

# New compounds follow:
RMI-FANCM inh | smiles
55 | O=C1Cc2cc(NS(=O)(=O)c3cc(F)ccc3F)ccc2N1
67 | Cc1cc(Cl)cc2sc(N(Cc3cccnc3)C(=O)Cc3ccc(F)cc3)nc12
52 | O=[N+]([O-])c1ccc(Oc2n[nH]c3ccccc23)nc1
56 | CN(C)CCCN1C(=O)C(=O)C(=C(O)c2ccc(F)cc2)C1c1ccco1 (stereo not drawn)
72 | COc1cccc2cc(C(=O)N(CCn3nc(C)cc3C)c3nc4ccccc4s3)oc12
61 | COC(=O)Cn1c(=NC(=O)c2ccc(N3C(=O)CCC3=O)cc2)sc2cc(S(N)(=O)=O)ccc21
57 | CCC(=O)Nc1cccc(C(=O)OC)c1
55 | O=C(NCC(c1ccco1)S(=O)(=O)c1ccc(Cl)cc1)OCc1ccccc1 (stereo not drawn)
64 | CCOC(=O)N1CCN(S(=O)(=O)c2ccc(C(=O)Nc3sc4c(c3C(N)=O)CCN(C(=O)OCC)C4)cc2)CC1
61 | Cc1cc(C)cc(N2N=NC3C(=O)N(c4ccc(C)c(Cl)c4)C(=O)C32)c1 (stereo not drawn)

# Following part.
RMI-FANCM inh | smiles
60 | CC(C)(C)CC(=O)NCC1COC2(CCCCC2)O1 (stereo not drawn)
81 | CC(C)C(=O)N1CCc2ccc(NC(=O)c3ccccc3F)cc2C1
19* | CC(/C=C1\SC(=S)N(CC(=O)Nc2ccc(C(=O)O)c(O)c2)C1=O)=C\c1ccccc1
57 | O=C(Nc1c(-c2cccs2)nc2ccccn12)c1ccc(Cl)c([N+](=O)[O-])c1
56&61 | S=c1[nH]nc2sc3ccccc3n12
65 | COc1ccc(CC(=O)Nc2ccc3c(c2)N(C(=O)C2CCCC2)CC3)cc1
62 | Cc1nc2ccccc2n1S(=O)(=O)N1CCOCC1
72 | COc1ccc(CC(=O)NCCc2ccc(N(C)C)cc2)cc1OC
61 | O=C(NCCS(=O)(=O)N1CCN(c2ccccn2)CC1)c1cccc(Cl)c1
57 | CCCCn1c(CNC(=O)C23CC4CC(CC(C4)C2)C3)nnc1SCc1ccc([N+](=O)[O-])cc1

# The results go on:
RMI-FANCM inh | smiles
65 | COc1ccc(NC(=O)C(=O)NCCCN2CCOCC2)c(OC)c1
81 | CCc1ccc2nc(N(CCCN(C)C)C(=O)c3ccc(OC)c(OC)c3)sc2c1
92 | CC1CCCN(S(=O)(=O)c2ccc(C(=O)N(CCN(C)C)c3nc4cc5c(cc4s3)OCO5)cc2)C1 (stereo not drawn)
61 | CC(=O)OC1CCC23CC1(C)CCC2C(C)(C)CC3OC(C)=O (stereo not drawn)
56 | CCOC(=O)c1cc(C)nc(N2CCC(C(N)=O)CC2)c1C#N
64 | O=C(Cc1csc(Nc2ccccc2)n1)NCc1ccccn1
63 | CCS(=O)(=O)c1ccc(CC(=O)Nc2nnc(Cc3ccc(SC)cc3)o2)cc1
55 | Cc1ccccc1Cn1nnc(C(=O)Nc2cc(F)ccc2F)c1N
58 | COc1cc(C2CC(=O)N(CC(=O)Nc3ccccc3C(F)(F)F)c3ccccc3S2)cc(OC)c1OC (stereo not drawn)
61 | Cc1nn(-c2ccccc2)c(OC(=O)Cc2ccccc2)c1Sc1c(F)c(F)c(F)c(F)c1F

# The listing continues:
RMI-FANCM inh | smiles
70 | COCC(=O)N1CCCc2ccc(NS(=O)(=O)Cc3ccccc3Cl)cc21
60 | CC(C)Cc1nc(SCC(=O)N2CCC(Cc3ccccc3)CC2)c2c(=O)n(C)c(=O)n(C)c2n1
56 | O=C(O)C1CC(=O)N(c2ccc(F)cc2)C1 (stereo not drawn)
55 | CN(C)/C=C/C=c1/c(=O)c2cccc3cccc1c32
57 | Cc1cc(Br)ccc1OCC(=O)N/N=C\c1ccc[nH]1
66 | CCOC(=O)/C(C#N)=C/c1ccccc1Sc1ccc(Cl)cc1
62 | CC1(C)CC(=O)C(C2OC(=O)c3ccccc32)=C(O)C1 (stereo not drawn)
62 | O=C1CS/C(=N\N=C2\NC(=O)C(CC(=O)c3ccc(F)cc3)S2)N1 (stereo not drawn)
53 | O=C(Nc1ccc(N2CCCCC2=O)cc1)c1cc(Cl)ccc1[N+](=O)[O-]
127 | Cc1nnc(-c2ccc(NC(=O)c3ccc(OC(C)C)cc3)cc2)o1

# Next records follow:
RMI-FANCM inh | smiles
58 | COc1ccc(CCNC(=O)CSc2nnc(Cc3csc(N)n3)n2C)cc1OC
58 | Cn1nc(-c2ccc(C(N)=O)s2)cc1C(F)(F)F
74 | COc1ccc(C(F)(F)F)cc1NC(=O)CSc1ccc(NC(C)=O)nn1
56 | CCn1c(=O)c2c(nc(-n3nc(C)cc3C)n2C)n(C)c1=O
63 | O=C(COc1ccccc1F)Nc1ccc2c(c1)N(C(=O)C1CCCO1)CC2 (stereo not drawn)
65 | CC(=O)SCC(=O)Nc1sc2c(c1C#N)CCCC2
74 | CCOC(=O)c1[nH]c2ccccc2c1NC(=O)/C=C/c1ccccc1
62 | Nc1ncnc(NNC(=O)CNC(=O)c2ccco2)c1[N+](=O)[O-]
54 | COCCCNS(=O)(=O)c1ccc(NS(=O)(=O)c2cc(OC)ccc2OC)cc1
49 | Cc1cccc(C)c1NC(=O)CSC(=O)c1sc2ccccc2c1Cl

# More results:
RMI-FANCM inh | smiles
61 | O=C(Nc1ccc(I)cc1)N1CCOCC1
61&56 | Nn1c(-c2ccccc2)n[nH]c1=S
64 | CCCOc1ccc(-c2csc(NC(=O)C3CCCCN3S(C)(=O)=O)n2)cc1 (stereo not drawn)
55 | CCC(=O)Nc1nc(-c2ccccc2)c(-c2ccccc2)s1
61 | O=C(c1ccc(C(F)(F)F)cc1)N1CCN(Cc2nc3ccccc3[nH]2)CC1
62 | Cc1nc(SCc2ccc(F)cc2)[nH]c(=O)c1CC(=O)N1CCC(C(N)=O)CC1
50 | CCOC(=O)c1sc2nc(C)n(/N=C\c3ccc(OC(=O)c4cccnc4)cc3)c(=O)c2c1C
68 | CSc1ncccc1C(=O)Nc1ccc2c(c1)N(C(=O)C1CCCC1)CC2
73 | COc1cccc(NC(=O)NCCOc2cc(C)cc(C)c2)c1OC
29* | CCOC(=O)N1CCN(C(=O)CSc2nc(=O)n3ccc(C)cc3n2)CC1

# Continuation.
RMI-FANCM inh | smiles
45 | Cn1cc(C(=O)OCC2CCN(CCNS(C)(=O)=O)CC2)c2ccccc21
61 | CCOC(=O)c1cc(NC(=O)N(CC)CC)c(C)nc1C
60 | OCc1ccccc1CN1CCCC1
79 | Cc1ccc(NC(=O)Cn2c(=O)n(CCCCC(=O)NC(C)C)c(=O)c3ccccc32)cc1C
88 | COc1ccc(-c2nsc(SCC(=O)OCc3ccccc3)n2)cc1
147 | CCc1nc2c(sc3cccc(F)c32)c(=O)n1CC(=O)Nc1ccc2c(c1)OCO2
55 | CSc1cccc(NC(=O)C(=O)NCCC2=CCCCC2)c1
66 | CCn1ccc(C(=O)N=c2sc3cc(S(C)(=O)=O)ccc3n2CCSC)n1
98 | N#C/C(=C\Nc1ccc(C(N)=O)cc1)c1nc(-c2cccc3ccccc23)cs1
73 | O=C(Cc1csc(SCc2ccc(Cl)cc2)n1)Nc1ccccc1

# More structures
RMI-FANCM inh | smiles
57 | O=S(=O)(NCCSCc1c(F)cccc1Cl)c1c(F)cccc1F
65 | O=C(Nc1nnc(-c2ccncc2)o1)c1ccno1
64 | C/C(=N\N=C1NC(=O)CC(C(=O)O)S1)c1ccccc1 (stereo not drawn)
68 | Cc1cc(NC(=O)Cc2ccc(F)cc2)n(-c2nc3ccccc3s2)n1
55 | CCOC(=O)NNC1(C#N)CCSC1 (stereo not drawn)
68 | COc1ccc2cc(/C(C)=N\OC(=O)Nc3ccccc3)ccc2c1
70 | CC(=O)c1ccc(C[P+](c2ccccc2)(c2ccccc2)c2ccccc2)o1
64 | COc1ccc(N2CC(NC(=O)Cc3ccccc3)CC2=O)cc1OC (stereo not drawn)
58 | Cc1ccc(-n2c(N)cc(=O)nc2SCC(=O)N2CCCc3ccccc32)cc1C
64 | CCOc1ccc(-c2ccc3nnc(SCC(=O)N4CCOCC4)n3n2)cc1

# (next part)
RMI-FANCM inh | smiles
62 | COc1ccc(NC(=O)NCCCn2nc(-c3ccncc3)ccc2=O)cc1
54 | CCCc1c(C(=O)NCc2cc(F)cc3c2OCOC3)cnn1-c1ccccc1
66 | COc1ccc2sc(N(CCN3CCOCC3)C(=O)c3ccno3)nc2c1
106 | Cc1ccc(S(=O)(=O)N2CCN(c3nc(C)cc(N4CCCCC4)n3)CC2)c(C)c1
54 | O=C(Nc1ccc2c(c1)OCO2)c1c[nH]c(=O)n(-c2ccc(F)cc2)c1=O
56 | CC1(C)CC(=O)C=C(Nc2ccc(F)cc2)C1
53 | O=C(/C=C/c1ccccc1)NCCSc1ncc(-c2ccccc2)[nH]1
69 | O=S(=O)(Cc1ccc(Cl)cc1)c1ccc(NCc2ccc(F)cc2)nn1
65 | CCCCCC1CCC(c2ccc(C(=O)OCC(=O)c3ccc(C4CCC(CCC)CC4)cc3)cc2)CC1 (stereo not drawn)
71 | COc1ccc(-c2nnc3ccc(OCCNC(=O)COc4ccc(C)c(C)c4)nn23)cc1

# Carrying on.
RMI-FANCM inh | smiles
63 | O=c1oc2ccc(Br)cc2cc1S(=O)(=O)N1CCCC1
63 | Cc1cc(NC(=O)c2ccc(-c3ccccc3)cc2)n(-c2nc3c(cnn3-c3ccccc3)c(=O)[nH]2)n1
67 | CC(=O)N1CCN(C(=O)CC2CSc3nc4c(cnn4-c4ccccc4)c(=O)n32)CC1 (stereo not drawn)
70 | COc1cccc(-c2noc(CSc3nc4ccccc4c(=O)n3-c3ccc(F)cc3)n2)c1OC
61 | COc1cc(C(CC(=O)O)CC(=O)CNc2ccc3c(c2)OCCCO3)cc(OC)c1OC (stereo not drawn)
55 | CCC(C(=O)NCCc1cn2ccccc2n1)c1ccccc1 (stereo not drawn)
14* | O=C(CSc1ccc([N+](=O)[O-])cc1[N+](=O)[O-])Nc1cccc(C(F)(F)F)c1
65 | O=C(COc1ccc(Cl)cc1)NCCn1ncc2c(=O)n(Cc3cccc(C(F)(F)F)c3)cnc21
62 | Cc1ccc(-c2[nH]c3ccccc3c2SCCNC(=O)c2c(-c3ccccc3Cl)noc2C)cc1
59 | CS(=O)(=O)c1ccc2nc(NC(=O)c3ccc(Cl)s3)sc2c1

# Following part
RMI-FANCM inh | smiles
52 | N#C/C(N=Cc1cccs1)=C(\C#N)NCc1ccccc1Sc1ccc(Cl)cc1
56 | COc1ccc(-c2nc(-c3ccncc3)[nH]c(=O)n2)cc1
70 | CCN1C(=O)c2cccc3c(NC(=O)C4CCCN(S(=O)(=O)c5ccc(Cl)s5)C4)ccc1c23 (stereo not drawn)
57 | Cc1cc(NC(=O)CSc2nnc(Cc3cc(=O)[nH]c(=O)[nH]3)n2-c2ccc(F)cc2)no1
64 | NC(=O)c1c(N=c2oc3ccc(Br)cc3cc2-c2nc3ccccc3[nH]2)sc2c1CCCC2
60 | Cc1nc2ccc(NS(=O)(=O)c3ccccc3[N+](=O)[O-])cc2c(=O)n1-c1ccccc1
63 | COc1ccc(/C=N\NC(=O)C2(C)CCC(c3nc4ccccc4[nH]3)C2(C)C)c(C(=O)O)c1OC (stereo not drawn)
53 | O=S(=O)(Cc1ccc2nonc2c1)c1cccs1
61 | Cc1c(Cc2ccc(F)cc2)c(=O)oc2cc(O)ccc12
53 | Cn1cnc(S(=O)(=O)Nc2ccccc2SCCS(=O)(=O)c2ccc(Cl)cc2)c1

# Other records:
RMI-FANCM inh | smiles
85 | O=C(CSc1ccc2ccccc2n1)N1CCN(c2ccc(F)cc2)CC1
128 | CCOc1ccc(-c2cc3c(=O)n(Cc4nc(-c5ccc(SC)cc5)no4)ccn3n2)cc1
60 | Cc1ccsc1C(=CCCN1CCC[C@@H](C(=O)O)C1)c1sccc1C
50 | O=[N+]([O-])c1ccc(/C(CN2CCCCC2)=N\O)cc1
52 | CC1(C)CC(=O)C2=C(C1)OC(N)=C(C#N)C2c1cn(-c2ccccc2)nc1-c1ccccc1 (stereo not drawn)
69 | CCN1C(=O)Cc2cc(NC(=O)COc3cccc(OC)c3)ccc21
104&58 | COC(=O)C1=C(C)NC2=C(C(=O)CC(c3ccc(F)cc3)C2)C1c1cn[nH]c1-c1ccccc1 (stereo not drawn)
61 | CSc1n[nH]c(NC(=O)c2cccs2)c1-c1ccccn1
49 | NC(=O)CC[C@H](N)C(=O)O
65 | O=c1c2c3c(sc2nc2sc(CN4CCOCC4)cn12)CCCC3
65 | O=C(Nc1ccc(N2CCOCC2)cc1)c1ccc(-n2cccn2)cc1

# Bioassay records (PubChem BioAssay)
